AT treatment: candidate therapy for ataxia-telangiectasia. […] A-T fibroblasts, KAP-1 phosphorylation AlphaLISA; neocarzinostatin DNA damage 30 min before lysis. Potency, µM (titrated, usually from 57.5 µM), for inactives: at the highest dose activation, actives largely listed as activators. AID 485349. hit rate 0.19% among 320,000; also: potency is read from the fitted curve at half-maximal effect; % of control where 0% means no effect; nearly all actives have a fitted effect of over 45% in size
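ATM-like activity read as KAP-1 phosphorylation via AlphaLISA donor/acceptor antibody pairs after lysis and 6 hr at 25C. Cells were ATM-null patient fibroblasts ([…], hTERT), dosed 60 min, then exposed to the DSB inducer NCS for 30 min.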
Mito fusion act: inhibitors of mitochondrial division or activators of mitochondrial fusion. S. cerevisiae fusion-defective mutant growth rescue, CellTiterGlo 48 h. Potency, µM (highest dose often 46.1 µM), without a hit: top-dose growth rescue (activation), hits mostly activators. hit rate 0.23% among 320,000. AID 485298;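 also: potency is read from the fitted curve at half-maximal effect; % of control where 0% means no effect; nearly all actives have a fitted effect of over 45% in size; temperature-sensitive fusion mutants such as fzo1-1 at 37 °C on non-fermentable ethanol glycerol medium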
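S. cerevisiae fusion-defective temperature-sensitive mutants (e.g. fzo1-1, mgm1-5) grown 48 h at 37C in YPEG (ethanol/glycerol non-fermentable) medium with 23 nl compound per well; growth rescue read as CellTiterGlo luminescence.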
TSHR antagonist: human thyrotropin receptor antagonism. activity change, negative = inhibition, % at 11.5 µM. TSHR-expressing cells, TSH-stimulated cAMP HTRF, 2 h; active compounds read low. hit rate 0.2% among 330,000. P16473;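 active = activity change below a set negative limit, meaning inhibition stronger than a set level, cut at about -70% in these data; inconclusive = activity change between two set negative limits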; also: % is scaled to controls: 0 for no effect and ±100 for the full control effect
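Read-out is FRET at 665 nm (cryptate excitation 337 nm) from a cryptate-tagged anti-cAMP antibody, competed by cell cAMP against cAMP-d2. Compounds are tested on freshly harvested TSHR cells challenged with 4nM TSH (EC80) for 2 hours at 37 deg C.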
TCR activator: activates T cell receptor signaling | primary human leukocytes, anti-CD3, IL-2 HTRF, 48 h | AID 504894 | 330,000 tested, under 10 active | Potency, µM (titrated, usually from 9.22 µM), for the others: top-dose activation of IL-2 secretion, actives largely listed as activators; also: % of control where 0% means no effect
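IL-2 release read by HTRF sandwich (Eu cryptate donor, d2 acceptor, 665 nm emission) after 48 hr exposure of primary human leukocytes to compound together with anti-CD3 beads in the absence of co-stimulatory signals.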
Eya2 inh: blocks the phosphatase activity of human Eya2. O00167. recombinant Eya2, OMFP fluorescence dephosphorylation (OMFP is methylfluorescein phosphate). Potency, µM (doses to about 76.9 µM), without a hit: at the top dose activity, negative = inhibition, usual class: inhibitors. hit rate 0.006% among 330,000; also: potency is read from the fitted curve at half-maximal effect; % is scaled to controls: 0 for no effect and ±100 for the full control effect
Target sequence (O00167 whole entry, looked up): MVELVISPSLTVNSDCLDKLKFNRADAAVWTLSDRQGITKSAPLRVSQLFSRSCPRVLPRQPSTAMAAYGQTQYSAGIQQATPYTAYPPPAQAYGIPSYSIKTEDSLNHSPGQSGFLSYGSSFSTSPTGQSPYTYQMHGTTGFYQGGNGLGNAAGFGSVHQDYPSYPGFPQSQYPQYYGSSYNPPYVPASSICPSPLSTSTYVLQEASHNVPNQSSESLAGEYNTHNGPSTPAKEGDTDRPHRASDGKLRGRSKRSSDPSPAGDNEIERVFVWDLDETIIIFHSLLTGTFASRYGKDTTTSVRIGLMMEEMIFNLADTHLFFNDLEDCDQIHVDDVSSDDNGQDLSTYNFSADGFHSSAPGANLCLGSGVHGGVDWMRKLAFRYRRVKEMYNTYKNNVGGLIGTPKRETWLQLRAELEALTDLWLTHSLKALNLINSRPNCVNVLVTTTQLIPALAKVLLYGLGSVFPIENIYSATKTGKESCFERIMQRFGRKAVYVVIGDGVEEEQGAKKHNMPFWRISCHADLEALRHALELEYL
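Eya2 protein (added as 0.2 uM solution) was preincubated with compound for 10 min at ambient temperature in 50 mM HEPES pH 7.5, 50 mM NaCl, 5 uM MgCl2, 0.05% BSA, 1 mM DTT. OMFP (added at 50 uM) then reacted 10 min; fluorescence read at 485/525 nm.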
hERG WT inh: inhibitors of human wildtype KCNH2 potassium channel. Q12809. hit rate 0.37% among 340,000. U2OS, BacMam KCNH2, thallium flux FluxOr; active compounds read low. activity change, % at 1.84 µM. AID 720551;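 active = maximum activity change below -70%; inconclusive = maximum activity change between -70% and -50%; inactive = maximum activity change above -50%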; also: % is scaled to controls: 0 for no effect and ±100 for the full control effect
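U2OS cells transduced with wild-type KCNH2 virus are loaded with FluxOr dye for 45 min, and thallium flux is measured in kinetic reads before and after stimulation buffer. Rate constants are normalized to DMSO controls.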
KCNH2 3.1 block: blocks the human KCNH2 3.1 channel isoform; U2OS KCNH2 3.1, thallium flux FluxOr; active compounds read low; activity change, % (tested at about 1.8 µM); hit rate 0.95% among 340,000; AID 720553;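 active = maximum activity change below -70%; inconclusive = maximum activity change from -70% to -50%; inactive = maximum activity change above -50%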;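 also: thallium influx rate constant from kinetic fluorescence after stimulation buffer; % is scaled to controls: 0 for no effect and ±100 for the full control effect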
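Steps: virus added to U2OS suspension (4 h, RT, dark); medium with 10% FBS added, cells plated, 37 C overnight; FluxOr/Red40 loading buffer 45 min RT; stimulation buffer, 2 min kinetic read; rate constant normalized.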
TRPV1 ag: human TRPV1 agonism. TRPV1-expressing cells, Fluo-8 calcium influx, agonist mode. Q8NER1. hit rate 0.19% among 320,000. AID 540275. activation, % at 8.33 µM; in the data active = activation above about 80%; inconclusive = between about 30% and that limit; also: 0% is about no effect
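TRPV1-expressing cells were cultured overnight at 35.5C and loaded with Fluo-8 calcium dye for 40 to 90 min at room temperature. After a 10 s baseline, compound was added and calcium influx was read kinetically for 3 min (ex 480/em 520 nm).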
ELG1 repair inh: blocks ELG1-dependent DNA repair in HEK293T cells; HEK293T ELG1-luciferase reporter, luminescence, 16 h; DNA damage induced by 5-fluorouridine; Potency, µM (series often up to 46.1 µM), for inactives: at the top dose activity change, negative = inhibition, actives largely listed as inhibitors; hit rate 2.3% among 330,000; also: potency is read from the fitted curve at half-maximal effect; % is scaled to controls: 0 for no effect and ±100 for the full control effect; nearly all actives have a fitted effect of over 55% in size
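Overnight (16 hr) co-exposure of 2,000 cells/well to 5-fluorouridine and compound at 37 °C preceded detection. Luciferase was quantified via ONE-Glo luminescence; loss of signal denotes inhibition.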
USP2a block: USP2a (human) protease inhibition; Potency, µM (titrated, usually from 38.3 µM), inactives show at the top dose activity change, negative = inhibition, usual class: inhibitors; USP2 core, Ub-CHOP2 coupled fluorogenic reporter, 485/531; O75604; hit rate 0.01% among 330,000;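 also: potency is read from the fitted curve at half-maximal effect; plate controls were DMSO wells for no effect and full inhibition by NEM control for full effect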
Target sequence (O75604 whole entry, looked up): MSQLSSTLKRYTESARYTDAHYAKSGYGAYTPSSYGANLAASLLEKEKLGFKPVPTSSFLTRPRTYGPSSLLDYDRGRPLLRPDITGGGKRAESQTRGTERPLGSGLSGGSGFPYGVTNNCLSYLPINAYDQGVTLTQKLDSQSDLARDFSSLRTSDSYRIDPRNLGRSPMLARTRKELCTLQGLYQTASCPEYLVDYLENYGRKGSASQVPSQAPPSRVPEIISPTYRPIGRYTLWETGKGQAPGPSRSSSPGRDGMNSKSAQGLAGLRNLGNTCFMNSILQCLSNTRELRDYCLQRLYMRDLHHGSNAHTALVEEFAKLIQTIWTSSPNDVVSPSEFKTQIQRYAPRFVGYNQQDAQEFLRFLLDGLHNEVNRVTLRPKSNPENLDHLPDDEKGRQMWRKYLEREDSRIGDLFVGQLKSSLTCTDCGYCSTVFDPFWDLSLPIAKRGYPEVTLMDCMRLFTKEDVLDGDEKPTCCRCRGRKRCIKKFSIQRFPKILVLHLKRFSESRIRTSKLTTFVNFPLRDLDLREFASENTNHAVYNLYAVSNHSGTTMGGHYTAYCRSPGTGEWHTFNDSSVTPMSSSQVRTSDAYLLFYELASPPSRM
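Deubiquitinase activity read as fluorescence (485/531 nm) after Ub-CHOP2 cleavage activates the enterokinase reporter on its substrate; USP2 core 10nM, Ub-CHOP2 and substrate 25nM each, 30min compound preincubation then 60min RT; data normalized to NEM, curves fitted.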
Active calls of the source: *; ? = inconclusive; · = not tested or not shown; [ ] = remark or other dose. Unless noted, calls follow the shape of the dose curve; as a rule, active = well fitted curve in the direction sought with a large enough effect; inconclusive = small, poorly fitted or top-dose-only effect, or another doubt; inactive = no such curve, though single readings can be large; an effect the other way counts as inactive or inconclusive.

SMILES | AT treatment | Mito fusion act | TSHR antagonist | TCR activator | Eya2 inh | hERG WT inh | KCNH2 3.1 block | TRPV1 ag | ELG1 repair inh | USP2a block
Cc1cc(OCC(O)CN(CCO)CCO)ccc1Cl (centres undefined) | -3% | 1% | 22 | 4% | -11% | -3 | 13 | -1 | ? | -4%
COc1cccc(-c2nc(CCl)cs2)c1OC | -9% | 7% | -7 | 1% | -3% | 7 | -4 | -2 | ? | 1%
Cc1cc(Cl)c(C)c(S(=O)(=O)Oc2ccccc2NC(=O)CCC(=O)O)c1Cl | 2% | 1% | -4 | -3% | 5% | 34 | 11 | 2 | -1% | 1%
C=CCn1c(C)nnc1SCC(=O)c1[nH]c(C)c(C(C)=O)c1C | -3% | 1% | 9 | 2% | -9% | 6 | -21 | -2 | 4% | 0%
O=C(Nc1ccccc1C(=O)NC1CC1)c1ccc([N+](=O)[O-])o1 | 15% | ? | -8 | 3% | 12% | -2 | -21 | -4 | ? | 0%
CC(C)c1ccc(S(=O)(=O)c2nnn3c2nc(NCC2CCCO2)c2ccccc23)cc1 (centres undefined) | -6% | -2% | -9 | -3% | 4% | -6 | -12 | -1 | 19% | 4%
O=C(/C=C/c1ccco1)Nc1ccccn1 | 0% | -5% | 12 | 1%[46.1 µM] | 1% | -10 | 3 | 1 | ? | 1%
CC(=O)Nc1ccc(NC(=O)c2ccccc2N(Cc2ccccc2)S(C)(=O)=O)cc1 | 6% | 0% | -9 | · | 25% | 3 | 0 | 1 | -5% | -1%
O=C(Cn1c(=O)c2cccn2c2ccccc21)Nc1cc(F)ccc1F | 16% | -3% | 22 | 4% | -6% | 6 | 10 | 2 | 4% | 3%
COc1cc(Cl)c(C)cc1NC(=O)CN1CCN(C(=O)C2CC2)CC1 | -1% | -5% | -2 | -9% | -8% | 6 | -27 | 6 | -19% | 2%

2 of the compounds above, in CSV form.
Compound,AT treatment,Mito fusion act,TSHR antagonist,TCR activator,Eya2 inh,hERG WT inh,KCNH2 3.1 block,TRPV1 ag,ELG1 repair inh,USP2a block
O=C(Nc1ccccc1C(=O)NC1CC1)c1ccc([N+](=O)[O-])o1,15%,?,-8,3%,12%,-2,-21,-4,?,0%
C=CCn1c(C)nnc1SCC(=O)c1[nH]c(C)c(C(C)=O)c1C,-3%,1%,9,2%,-9%,6,-21,-2,4%,0%

Next section
SMILES | AT treatment | Mito fusion act | TSHR antagonist | TCR activator | Eya2 inh | hERG WT inh | KCNH2 3.1 block | TRPV1 ag | ELG1 repair inh | USP2a block
C/C(=N\NC(=O)c1ccccc1)C1C2C=CC(C2)C1(C)C (centres undefined) | 3% | 1% | 6 | · | -16% | 6 | 5 | 17 | -5% | 1%
Cc1cc(S(=O)(=O)N2CCOCC2)ccc1F | 1% | 2% | 4 | -5% | -2% | 11 | 8 | -3 | 16% | 2%
COc1ccc(CC(=O)Oc2ccccc2C)cc1 | ? | -5% | -11 | -3% | 4% | 2 | 2 | 18 | 1% | 2%
Cc1c(NC(=O)c2ccccc2F)c(=O)n(-c2ccccc2)n1C | -7% | -4% | 17 | -2% | 19% | -20 | -1 | -2 | -1% | -1%
O=C(OCc1cc([N+](=O)[O-])cc2c1OCOC2)c1ccccn1 | 1% | 3% | 60 | 11% | ? | · | 9 | 1 | 4% | 10%
O=C(O)C1=C[C@@H](c2ccc(C(F)(F)F)cc2)C[C@@H](OCc2ccc(CO)cc2)O1 | 10% | -1% | -7 | 7% | 6% | 1 | 8 | 6 | 16% | 2%
COc1cccc(NC(=O)CN(C)C(=O)Cc2n[nH]c(=O)c3ccccc23)c1 | 3% | -1% | 1 | 4% | -14% | 3 | 6 | -1 | -1% | 0%
O=C(Cc1ccccc1F)Nc1cc(S(=O)(=O)N2CCCC2)ccc1Cl | 2% | 4% | -3 | -2% | -1% | 2 | -12 | 1 | 10% | 1%
COc1ccccc1N1CCN(C(=O)CCn2c(=O)[nH]c3ccsc3c2=O)CC1 | 4% | 0% | -5 | · | 11% | -9 | 18 | 4 | ? | 4%
Cc1ccc2cc(CN(C)C(=O)C3CCCO3)c(=O)[nH]c2c1 (centres undefined) | 0% | -2% | -9 | 3% | 2% | 1 | 25 | -1 | ? | 4%
O=C(Nc1cccc2ccccc12)c1ccc(Cn2cc(Cl)cn2)cc1 | 1% | 9% | -5 | -1% | -33% | -12 | -16 | ? | -5% | 2%
O=C(/C=C/c1ccco1)NC(=S)Nc1nc(-c2ccc3ccccc3c2)cs1 | -6% | -3% | -2 | -7% | 11% | -3 | 4 | -4 | 23% | -1%
Cc1ccc(CNC(=O)C2CCN(S(=O)(=O)N3CCC4(CC3)OCCO4)CC2)cc1 | -18% | -2% | 12 | -6% | -7% | -10 | -2 | -2 | -3% | 2%
CCOc1ccc(NC(=O)CN(c2ccc(OC)cc2)S(=O)(=O)c2cccs2)cc1 | 7% | 2% | 29 | 2% | -2% | 2 | -44 | -3 | ? | 1%
C[C@@H]1CC=C[C@H]2[C@H]1C(=O)N(Cc1ccccc1)[C@H]2c1ccc(F)c(-c2ccc(N(C)C)cc2)c1 | 6% | -30% | 12 | 6% | -14% | -5 | 12 | 24 | ? | 0%
CCOC(=O)N1CCC(NC(=O)C(Cc2ccccc2)NC(=O)c2ccco2)CC1 (centres undefined) | -3% | 0% | -3 | · | 6% | -6 | 3 | 0 | -4% | -7%
CC(=O)c1ccc(S(=O)(=O)Nc2ccc(-n3c(C)nc4ccccc4c3=O)cc2)cc1 | 3% | -3% | 4 | 4% | 9% | -2 | -3 | 10 | -17% | -1%
COc1cccc(N=c2oc3c(C)ncc(CO)c3cc2C(N)=O)c1 | -4% | -1% | -2 | -2% | -3% | -4 | 2 | -2 | ? | 3%
CCOc1ccc(/C=N/NC(=S)Nc2c(C)cccc2C)cc1 | -4% | 0% | -6 | 7% | 10% | 0 | -10 | 2 | 18µM* | -8%
CC(CC(=O)Nc1ccccc1)n1ccnc1 (centres undefined) | 1% | 4% | -5 | 9% | -4% | 13 | 10 | -1 | 7% | 0%
C=CCN1C(=O)C(C)(C)N(C(C)=O)c2ccccc21 | 0% | -42%[inhibitor] | 2 | -9% | 5% | · | 2 | 0 | -9% | 1%
CCCn1c2ccccc2c2cnn(CC(=O)NCCN(CC)CC)c(=O)c21 | 0% | -18% | 7 | 2% | 9% | 33 | -12 | -3 | 11% | 5%
CCOC(=O)c1c(C)[nH]c(C)c1S(=O)(=O)N(C)CC(=O)N1CCN(c2ccc(OC)cc2)CC1 | 14% | 1% | 15 | -7% | -7% | 1 | -4 | -2 | 1% | 3%
CCN1CCN(c2ncc(C(=O)Nc3ccccc3C(=O)OC)c3ccccc23)CC1 | -1% | -9% | 3 | -4% | -13% | -20 | -23 | 2 | -5% | 0%
Cc1cc(C)c(N(C(=O)Cn2nnc3ccccc32)C(C(=O)NC(C)(C)C)c2ccsc2)c(C)c1 (centres undefined) | -3% | 0% | 0 | -13% | 1% | -2 | 5 | 6 | 28% | 6%
COc1ccccc1-c1c(C)nn2c(N3CCN(c4ccccc4OC)CC3)cc(C)nc12 | 8% | 3% | -4 | -5% | 5% | 6 | 10 | 2 | -9% | 1%
CCn1nc(NC(=O)c2ccccn2)c2cc3cc(C)ccc3nc21 | 25% | 10% | -21 | -1% | -10% | 1 | 8 | ? | ? | -2%
COC1=C/C(=C/c2c(N)n3nc(CC(=O)N4CCOCC4)sc3nc2=O)C=CC1=O | -10% | -2% | 27 | 8% | 0% | 5 | 22 | 0 | 10% | 3%
COc1ccccc1CCC(=O)N(C)CC(=O)Nc1ccc(Cl)c(C(F)(F)F)c1 | 4% | -10% | -3 | 13% | -8% | -3 | -2 | 4 | -15% | 3%
CCOc1cc(N2CCOCC2)c(OCC)cc1NCC(=O)N1CCN(Cc2ccccc2)CC1 | -2% | -1% | 15 | 3% | -7% | 3 | -11 | 3 | 8.2µM* | -1%
CCc1cccc2c(C(=O)CSc3nncn3-c3ccccc3OC)c[nH]c12 | 7% | 12% | 10 | -5%[46.1 µM] | -18% | -3 | -22 | -1 | ? | 11%
Cc1nn(-c2ccccc2)c(Cl)c1C(=O)OC(C)C(=O)Nc1ccc2c(c1)OCO2 (centres undefined) | -8% | 5% | -13 | -29% | -6% | 17 | 16 | 9 | ? | 3%
Cc1ccc(CCNC(=O)C2CCN(S(=O)(=O)c3cccc4nsnc34)CC2)cc1 | -2% | -2% | 0 | 2%[46.1 µM] | -8% | -3 | 3 | 3 | -15% | 2%
c1ccc(COC2CCCN(Cc3nc(-c4cnccn4)no3)C2)cc1 (centres undefined) | -2% | 0% | -4 | 8% | -21% | -12 | -12 | 1 | 1% | 2%
O=C1CC(c2ccc3c(c2)OCCO3)Oc2ccccc21 (centres undefined) | -1% | 4% | 2 | -4% | -26% | 3 | -11 | 9 | ? | 1%
O=C(O)c1cc(S(=O)(=O)NCC2COc3ccccc3O2)ccc1Cl (centres undefined) | -4% | · | -10 | -1% | 5% | 0 | 2 | · | -4% | 2%

Source: PubChem BioAssay (National Center for Advancing Translational Sciences (NCATS))

This is a subset; the hit share may differ from the screen's.
